# CHO parental Ca: counter-screen: ATP calcium response change in parental CHO cells. parental CHO-K1, ATP-induced calcium, Fluo-8 fluorescence. inhibition, % at 5.6 µM. actives 0.63% (n = 330,000);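 active means inhibition above that plate's mean sample inhibition plus 3 SD, cut at about 26% in these data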;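 further: 0% = ATP-challenged DMSO wells and 100% = DMSO wells without ATP; some compounds past the cut are filed as inactive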
#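 Assay system: parental CHO cells; Read-out basis: percent inhibition of ATP-evoked calcium rise, normalized to controls; Benchmarks: ATP and no-ATP DMSO wells; Compound dosing: single nominal dose of 5.6 µM per compound; Signal: Fluo-8 calcium dye fluorescence; Also added: ATP as calcium-mobilizing challenge; Repeats: singlicate.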
# CHRM1 PAM: positive allosteric modulators of human M1 muscarinic receptor. P11229. CHO-K1 hM1, Fluo-8 calcium fluorescence, ACh EC20; 0% = ACh EC20, 100% = maximal ACh. activation, % at 3 µM. actives 0.088% (n = 360,000). AID 588819; in the data active means activation above about 19%, passing the limit was not always enough
# Target sequence (P11229 whole entry, looked up): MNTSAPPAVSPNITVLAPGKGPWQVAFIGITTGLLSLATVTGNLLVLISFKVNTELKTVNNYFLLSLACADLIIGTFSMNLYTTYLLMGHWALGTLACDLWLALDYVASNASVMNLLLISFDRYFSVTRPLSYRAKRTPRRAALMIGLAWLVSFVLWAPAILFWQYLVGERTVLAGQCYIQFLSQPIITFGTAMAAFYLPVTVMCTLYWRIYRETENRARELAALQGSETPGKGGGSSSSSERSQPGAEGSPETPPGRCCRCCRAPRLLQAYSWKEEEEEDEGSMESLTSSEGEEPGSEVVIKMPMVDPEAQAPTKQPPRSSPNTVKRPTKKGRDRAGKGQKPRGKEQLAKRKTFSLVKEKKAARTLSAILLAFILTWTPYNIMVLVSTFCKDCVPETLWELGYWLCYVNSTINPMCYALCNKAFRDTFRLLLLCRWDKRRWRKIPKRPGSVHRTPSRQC
# OXTR potentiator: potentiates the human oxytocin receptor response. AID 2445. activation, % at 3 µM. CHO-OTR cells, Fluo-8 calcium fluorescence, potentiator mode; 0% = oxytocin EC15, 100% = EC100. actives 0.061% (n = 320,000). P30559;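 active means activation above that plate's cutoff, the mean activation of tested compounds plus 3 SD, cut at about 6.6% in these data, passing the limit was not always enough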;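 further: 100% uses oxytocin at 75 nM as the full agonist control; some results filed as inactive read as strong as hits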
#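 Material: CHO-OTR cells, human receptor; compound dosing: single dose, 3.0 µM nominal final compound concentration; schedule: 6 min compound pre-incubation at room temperature, 100 s kinetic read; measured by: kinetic Fluo-8 calcium fluorescence; read-out basis: % activation vs EC15 and EC100 oxytocin; controls: EC15 oxytocin alone as 0%, 75 nM oxytocin as 100%; replicates: singlicate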
# CHO-K1 Ca ag: M1 agonist counterscreen hit in parental CHO-K1 cells. Fluo-8 calcium fluorescence; scaled to maximal ATP response, vehicle zero. activation, % at 3 µM. actives 0.48% (n = 360,000). AID 602248; in the data active means activation above about 15%;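 further: untransfected CHO-K1 host cells lacking M1 receptor as counterscreen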
# CHRM4 agonist: CHRM4 agonism in calcium assay; actives 0.14% (n = 360,000); activation, % at 3 µM; CHO-K1 hM4/Gqi5, Fluo-8 calcium fluorescence; vehicle 0%, full acetylcholine response 100%;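 active means activation above the run mean over all test wells plus 3 SD, cut at about 32% in these data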;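 further: peak over basal fluorescence ratio per well then scaled between controls; 0% = DMSO wells and 100% = acetylcholine at EC100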
# Target sequence (P08173 whole entry, looked up): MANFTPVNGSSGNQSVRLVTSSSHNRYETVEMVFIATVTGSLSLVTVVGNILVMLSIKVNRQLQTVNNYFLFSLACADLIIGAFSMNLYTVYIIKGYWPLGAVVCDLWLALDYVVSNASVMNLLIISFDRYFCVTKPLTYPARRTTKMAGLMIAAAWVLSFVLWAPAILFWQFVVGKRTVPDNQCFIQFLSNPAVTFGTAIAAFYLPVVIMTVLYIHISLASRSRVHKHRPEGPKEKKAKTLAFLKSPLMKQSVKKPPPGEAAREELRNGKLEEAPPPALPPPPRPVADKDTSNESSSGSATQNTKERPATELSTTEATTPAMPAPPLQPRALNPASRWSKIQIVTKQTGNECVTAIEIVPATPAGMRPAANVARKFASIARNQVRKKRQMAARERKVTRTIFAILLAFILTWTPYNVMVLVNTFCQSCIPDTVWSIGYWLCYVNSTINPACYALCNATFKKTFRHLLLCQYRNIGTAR
# M1 ag: human M1 muscarinic receptor agonism | P11229 | AID 588814 | activation, % at 3 µM | CHO-K1 hM1, Fluo-8 calcium fluorescence, agonist mode; 0% DMSO, 100% acetylcholine EC100 | actives 0.33% (n = 360,000);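 active means activation above the run's mean compound activation plus 3 SD, cut at about 16% in these data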;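 further: peak over basal fluorescence ratio within a 140 s kinetic read after compound addition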
# M4 antag: antagonists of human muscarinic M4 receptor (CHRM4); actives 0.73% (n = 360,000); AID 624125; inhibition, % at 3 µM; CHO-hM4 cells, ACh EC80, Fluo-8 calcium fluorescence;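 active means inhibition above its plate's cutoff, the mean inhibition of sample wells plus 3 SD, cut at about 27% in these data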;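 further: 0% = acetylcholine EC80 with DMSO and 100% = DMSO without agonist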
# CHRM1 antagonist: blocks human M1 muscarinic receptor; CHO-K1 hM1, Fluo-8 calcium fluorescence, ACh EC80 antagonist; P11229; actives 1.3% (n = 360,000); inhibition, % at 3 µM;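 active means percent inhibition above its own plate's cutoff, namely the mean of that plate's compound wells plus 3 SD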;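 further: peak over basal fluorescence ratio during 140 s after agonist addition; 0% = ACh EC80 plus DMSO and 100% = DMSO alone without agonist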
# CHO-K1 Ca antag: nonselective inhibitor or artifact in parental CHO-K1 cells; ATP-induced calcium, Fluo-8 fluorescence; inhibition, % at 3 µM; actives 0.6% (n = 360,000); AID 602250;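 active means inhibition above a per-plate cutoff, the plate's mean sample inhibition plus 3 SD, cut at about 24% in these data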;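 further: 0% = DMSO plus EC80 ATP and 100% = DMSO alone without ATP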
# Active calls of the source: *; · = not tested or not shown.
SMILES,CHO parental Ca,CHRM1 PAM,OXTR potentiator,CHO-K1 Ca ag,CHRM4 agonist,M1 ag,M4 antag,CHRM1 antagonist,CHO-K1 Ca antag
COCCCNc1ncnc2c1sc1nc(-c3ccco3)c3c(c12)CC(C)(C)OC3,-18,-1,0,1.7,3,-5,7,1,-8
CC(=O)N1C(=O)CC(C)N(C(C)=O)c2ccc([N+](=O)[O-])cc21 (stereo unspecified),8,2,-2,0.2,0,-8,8,-3,-2
CCN(CC)S(=O)(=O)c1cccc(-c2nnc(SCC(=O)NC)n2CCc2ccccc2)c1,-28,8,-16,1.4,2,3,13,-12,-7
CSc1ccc(/C=C/C(=O)N2CCN(c3ccccn3)CC2)cc1,-4,8,-9,3.9,7,-4,0,-11,-7
COc1ccc(C(=O)N[C@H](C(=O)Nc2nc3ccccc3[nH]2)C(C)C)cc1,-11,11,-9,-0.5,0,-7,-12,-13,-15
Nc1ccc2nc(-c3cccnc3)[nH]c2c1,-2,1,-5,4.9,14,-1,2,-2,0
Cc1nc2ccccc2n1CCc1nc2c3ccccc3nc(=S)n2[nH]1,-13,5,1,-0.2,0,-6,0,-10,10
CCC(CC)c1nnc(NC(=O)c2cc(-c3ccccc3)nc3ccccc23)s1,-23,8,-7,-0.1,0,-1,11,-6,-2
O=C(C1CCN(S(=O)(=O)c2cnc[nH]2)CC1)N1CCn2c1nc1ccccc12,7,10,-1,0.1,1,-4,-2,-8,-6
CSc1ccc(CN(C)CC(=O)NC(=O)NC(C)(C)C)cc1,-19,-1,-8,0.6,1,-5,1,-1,-20
Cc1cc(C(=O)CCC(=O)NCC(=O)Nc2c(C)cccc2C)c(C)s1,-6,0,-4,0.1,1,-3,-15,-2,-8
COc1ccc(NC(=O)CSc2nc(C)cc(C(F)(F)F)n2)cc1,-13,3,-7,0.3,1,-4,-4,-20,8
CC(C)Cn1c(/C=C/c2ccccc2)nc2ccccc21,-42,-5,-7,1.7,1,-7,-3,-1,-1
CCOc1cc(CNC(C)(C)CO)cc(Br)c1OCc1ccc(Cl)cc1Cl,18,8,-1,5.1,7,6,13,-5,-18
O=C(CNC(=O)c1ccc(Cl)cc1)NCc1ccccn1,-5,19,3,0.4,1,0,-2,-14,-8
Cc1ccc(/C=N/NC(=O)CSc2nc3ccccc3[nH]2)o1,-12,5,-7,1.8,0,-5,6,-6,-14
CCOC(=O)CCc1c(C)nc2cc(-c3ccccc3OC)[nH]n2c1=O,1,2,-5,0.4,1,-3,-13,-5,-14
C[C@H](NC(=O)C1CC(=O)N(c2ccc3c(c2)OCO3)C1)C(=O)NCc1ccco1 (stereo partly specified),2,15,-2,2.0,1,0,3,-16,-20
O=C(NCCCc1ccccc1)c1ccc(CS(=O)Cc2ccccc2Cl)o1 (stereo unspecified),-19,-8,-6,1.9,9,-1,-9,15,2
O=C(Cn1c(CN2CCCCC2)nc2ccccc2c1=O)Nc1ccccc1,-8,8,0,-0.2,0,1,-12,-28,-17
Cc1c(NC(=O)c2ccc(Cl)c([N+](=O)[O-])c2)cccc1-n1cnnn1,-7,10,0,1.3,3,0,0,-18,-10
O=C(CN1CCN(c2ccc(O)cc2)CC1)Nc1ccc(SC(F)F)cc1,3,8,-6,0.5,2,-5,-10,-13,-3
COCCC(=O)Nc1ccc2c(c1)CN(C(=O)c1ccc(CSC)o1)CC2,-14,2,-6,0.5,1,-7,-9,-5,-5
O=C(CNC(=O)c1ccc(S(=O)(=O)N2CCCC2)cc1)N/N=C/c1ccccc1Cl,-2,4,-9,7.1,14,-1,0,5,-1
CCCCC[C@H](C)N1C[C@H](COCc2ccccc2)Oc2cc(N3CCC[C@H]3CO)ccc2S1(=O)=O,·,·,·,1.6,2,·,11,·,-5

# Continuation.
SMILES,CHO parental Ca,CHRM1 PAM,OXTR potentiator,CHO-K1 Ca ag,CHRM4 agonist,M1 ag,M4 antag,CHRM1 antagonist,CHO-K1 Ca antag
CCOc1ccccc1C1CC(=O)Nc2cc3c(cc21)OCO3 (stereo unspecified),-6,10,-2,0.9,2,-1,-5,-7,-2
Cc1c(N=C/C=C/c2ccccc2)cnn1C,-3,7,2,2.2,1,-4,4,-9,-4
COC(=O)C(C)Sc1nc2c(c(-c3ccc(OC)cc3)c1C#N)-c1ccccc1C2=O (stereo unspecified),0,2,2,-0.1,1,-4,3,1,1
O=C(CC1C[C@H](C(=O)N2CCOCC2)[C@@]2(CCC3CCCC3)c3[nH]c4ccccc4c3CCN2C1=O)NCc1cccc(C(F)(F)F)c1 (stereo partly specified),·,8,·,0.7,0,-5,-2,-11,-7
OCC[C@@H]1C[C@H](O)[C@@H](O)[C@@]2(CCc3ccccc3O2)O1,0,0,-1,0.7,0,-4,-7,6,-10
c1ccc(C2CC(c3cccs3)Nc3nnnn32)cc1 (stereo unspecified),23,8,0,0.9,2,-4,-2,-8,-2
CCn1c(=O)[nH]c(=O)c2c(N)c(C(=O)c3ccccc3OC)sc21,-14,2,-2,0.6,1,-5,-3,-2,-1
CCc1ccc(CNCc2cccs2)cc1,-14,-2,-8,1.6,2,-6,-5,0,-23
C=CCn1c(=O)c2ccccc2n2c(SCC(=O)c3ccccc3)nnc12,-18,-2,-7,1.6,4,-2,5,5,-13
COc1cc(CC(=O)NNC(=O)c2cccs2)cc(OC)c1OC,8,4,-4,-0.2,1,-4,-22,-6,-26
O=C(CNC(=O)c1ccccc1)OCc1cccc([N+](=O)[O-])c1,-10,8,-3,-0.1,1,-4,-5,-4,-3
CCOC(=O)CNc1nc(Oc2ccc(=O)n(C)n2)nc(N(CC)CC)n1,-9,10,-9,-0.6,1,-2,-2,-6,-5
CCOCCCNC(=O)C1CC(=O)N(CCc2ccc(C)cc2)C1 (stereo unspecified),-5,-3,-5,-0.6,1,-2,-5,3,-6
CCN1C(=O)c2cccc3c(S(=O)(=O)N4CCCC4C(=O)O)ccc1c23 (stereo unspecified),-6,-6,5,0.3,1,-2,0,8,1
CC(C)(C)OC(=O)N1CCC(Cc2cc(-c3ccc(Cl)cc3)no2)(C(=O)O)CC1,-15,6,6,0.1,2,-12,1,-6,-5
COc1ccc(NC(=O)CN(C)C(=O)c2cc(-c3ccc(OC)cc3)nc3ccccc23)cc1,-12,-10,-14,5.4,23,-2,14,29*,0
c1ccc(CN2CCN(C3=Nc4cccc5cccc3c45)CC2)cc1,·,-4,·,0.3,3,-7,-3,-22,4
O=S(=O)(NCCC1=CCCCC1)c1ccc(F)cc1,-18,-11,-9,1.0,1,-2,-2,13,-4
COC(=S)N/C(=N\S(=O)(=O)c1ccc(Cl)cc1)c1ccccc1,5,6,-9,0.6,0,-3,8,-6,-10
CCCC(=O)N1CCN(c2ccc(NC(=O)c3ccccc3)cc2)CC1,1,5,-7,0.6,2,-2,-15,-8,-16
NS(=O)(=O)c1cc(C(=O)OCC(=O)N2CCc3ccccc3C2)ccc1Cl,-9,13,-3,0.7,2,-3,-14,-19,-11
CC(=O)N1CCN(C(=S)c2ccc([N+](=O)[O-])cc2)CC1,1,4,-1,0.5,0,-3,5,-22,-8

# 13 compounds from above, sorted by SMILES length, lowest first.
SMILES,CHO parental Ca,CHRM1 PAM,OXTR potentiator,CHO-K1 Ca ag,CHRM4 agonist,M1 ag,M4 antag,CHRM1 antagonist,CHO-K1 Ca antag
CCc1ccc(CNCc2cccs2)cc1,-14,-2,-8,1.6,2,-6,-5,0,-23
O=C(CNC(=O)c1ccc(Cl)cc1)NCc1ccccn1,-5,19,3,0.4,1,0,-2,-14,-8
CCOc1ccccc1C1CC(=O)Nc2cc3c(cc21)OCO3 (stereo unspecified),-6,10,-2,0.9,2,-1,-5,-7,-2
CCOCCCNC(=O)C1CC(=O)N(CCc2ccc(C)cc2)C1 (stereo unspecified),-5,-3,-5,-0.6,1,-2,-5,3,-6
CCCC(=O)N1CCN(c2ccc(NC(=O)c3ccccc3)cc2)CC1,1,5,-7,0.6,2,-2,-15,-8,-16
O=C(CNC(=O)c1ccccc1)OCc1cccc([N+](=O)[O-])c1,-10,8,-3,-0.1,1,-4,-5,-4,-3
Cc1cc(C(=O)CCC(=O)NCC(=O)Nc2c(C)cccc2C)c(C)s1,-6,0,-4,0.1,1,-3,-15,-2,-8
CCC(CC)c1nnc(NC(=O)c2cc(-c3ccccc3)nc3ccccc23)s1,-23,8,-7,-0.1,0,-1,11,-6,-2
CCN1C(=O)c2cccc3c(S(=O)(=O)N4CCCC4C(=O)O)ccc1c23 (stereo unspecified),-6,-6,5,0.3,1,-2,0,8,1
CC(=O)N1C(=O)CC(C)N(C(C)=O)c2ccc([N+](=O)[O-])cc21 (stereo unspecified),8,2,-2,0.2,0,-8,8,-3,-2
O=C(C1CCN(S(=O)(=O)c2cnc[nH]2)CC1)N1CCn2c1nc1ccccc12,7,10,-1,0.1,1,-4,-2,-8,-6
O=C(CNC(=O)c1ccc(S(=O)(=O)N2CCCC2)cc1)N/N=C/c1ccccc1Cl,-2,4,-9,7.1,14,-1,0,5,-1
CCN(CC)S(=O)(=O)c1cccc(-c2nnc(SCC(=O)NC)n2CCc2ccccc2)c1,-28,8,-16,1.4,2,3,13,-12,-7

# Random draw from the library; 2.9% or so of the library scored in one or more.
